SENP1 inh – blocks the human SENP1 SUMO protease catalytic domain; recombinant SENP1 catalytic domain, CyPet-SUMO1-YPet FRET cleavage; inhibition, % at 10 µM; 0.21% of 360,000 active;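 active means inhibition at least 30% at 10 µM, raw YFP signal under a set limit, fluorescence ratio 0.5 to 1.5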;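 further: 0% = enzyme with DMSO and 100% = no enzyme wells; some results filed as inactive read as strong as hits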
Target sequence (Q9P0U3 419-644 limits assumed): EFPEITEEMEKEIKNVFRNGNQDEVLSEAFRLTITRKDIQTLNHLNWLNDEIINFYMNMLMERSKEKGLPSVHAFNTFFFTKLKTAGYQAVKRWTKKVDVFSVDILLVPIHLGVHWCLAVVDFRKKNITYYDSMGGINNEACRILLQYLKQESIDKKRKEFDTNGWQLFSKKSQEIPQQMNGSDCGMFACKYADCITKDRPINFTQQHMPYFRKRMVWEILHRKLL
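System: Recombinant human SENP1 catalytic domain, His6-tagged | Incubation: Enzyme reaction for 50 min at room temperature, dark | Medium: Tris pH 8 with BME, BSA, NP40 and catalase | Also added: 25 nM SUMO1 FRET substrate | Compound: 10 µM single point, 0.5% DMSO | Measured by: FRET fluorescence in CFP and YFP emission channels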
SENP8 block-1 – blocks human SENP8 cleavage of Nedd8 substrate; inhibition, % at 20 µM; 0.64% of 360,000 active; AID 602440; recombinant SENP8, Nedd8 substrate fluorescence; in the data active means inhibition mostly above about 40%, no sharp cut-off; inactive means mostly below about 27%
Target sequence (Q96LD8 whole entry, looked up): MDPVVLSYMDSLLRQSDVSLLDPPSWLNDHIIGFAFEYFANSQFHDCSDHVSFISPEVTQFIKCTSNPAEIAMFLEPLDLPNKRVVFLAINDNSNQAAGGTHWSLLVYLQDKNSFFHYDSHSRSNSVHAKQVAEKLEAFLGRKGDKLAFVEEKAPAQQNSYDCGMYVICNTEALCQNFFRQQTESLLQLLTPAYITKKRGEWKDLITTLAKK
HKDC1 inh – inhibitors of human hexokinase HKDC1 | AID 493160 | recombinant HKDC1, G6PDH/diaphorase resazurin coupled fluorescence | 0.16% of 340,000 active | inhibition, % at 20 µM;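 active means inhibition above about 35% when tested at 20 µM, limit read from the data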;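 further: plate controls were DMSO wells with enzyme for no effect and DMSO wells lacking enzyme for full effect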
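Incubation: 90 min at room temperature in dark / Material: recombinant HKDC1 (HK5) hexokinase enzyme, produced in-house / Quantity: enzyme 5 µg/mL final / Compound: one dose of 20 µM, 1% DMSO / Reagent: glucose and ATP substrates / Buffer or medium: Tris pH 8.0 buffer with MgCl2, Tween-20, BSA, BME / Technique: resorufin fluorescence at 613 nm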
SENP7 inh – SENP7 protease inhibition | 1.5% of 330,000 active | recombinant SENP7, Z-RLRGG-aminoluciferin luminescence, 40 min | inhibition, % at 5 µM | AID 434973;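 active means inhibition above about 50% at the single test dose, limit read from the data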;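 further: plate controls were DMSO with enzyme for no effect and no enzyme buffer wells for full effect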
Apaf1 inhib – blocks human Apaf-1 apoptosome activity. O14727. reconstituted apoptosome caspase-3 activity, DEVD-Rh110 fluorescence. inhibition, % at 20 µM. 0.71% of 330,000 active; active means inhibition of at least 40% at 20 µM;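 further: plate controls were DMSO wells for no effect and DEVD-CHO caspase inhibitor wells for full effect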
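Assay system: Apoptosome proteins | Medium: pH 7.5 Hepes buffer with CHAPS, BSA, DTT | Also added: Cytochrome c and DEVD-Rh110 substrate | Times: 30 min plus 50 min, RT | Detection: Rhodamine 110 fluorescence at Ex 480/Em 540 nm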
SENP6 block – SENP6 protease inhibition; Q9GZR1; Recombinant SENP6 catalytic domain, aminoluciferin luminescence; inhibition, % at 10 µM; 1.8% of 330,000 active; AID 2599;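 active means inhibition above about 50% at the single tested dose, limit read from the data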;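 further: plate controls were DMSO wells with enzyme for no effect and DMSO wells lacking enzyme for full effect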
Target sequence (Q9GZR1 628-1112 limits assumed): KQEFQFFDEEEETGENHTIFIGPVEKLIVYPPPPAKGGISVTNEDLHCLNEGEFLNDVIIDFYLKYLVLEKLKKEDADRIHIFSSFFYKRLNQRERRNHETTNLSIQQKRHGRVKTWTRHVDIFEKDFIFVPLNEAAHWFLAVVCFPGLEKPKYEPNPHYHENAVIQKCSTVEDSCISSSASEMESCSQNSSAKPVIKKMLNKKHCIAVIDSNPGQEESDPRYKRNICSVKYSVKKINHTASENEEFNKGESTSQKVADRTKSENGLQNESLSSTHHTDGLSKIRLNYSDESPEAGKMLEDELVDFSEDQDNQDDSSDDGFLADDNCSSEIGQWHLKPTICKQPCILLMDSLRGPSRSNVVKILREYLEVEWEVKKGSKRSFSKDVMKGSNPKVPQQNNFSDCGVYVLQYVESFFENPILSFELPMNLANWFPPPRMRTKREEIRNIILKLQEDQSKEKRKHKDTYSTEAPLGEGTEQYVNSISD
SENP8 block-2 – SENP8 protease inhibition; purified SENP8, Z-RLRGG-aminoluciferin cleavage, luminescence; 1.2% of 330,000 active; Q96LD8; inhibition, % at 10 µM; AID 2540; in the data active means inhibition above about 50%
PfGluPho inh – PfG6PD (Plasmodium falciparum) enzyme inhibition; AID 504690; 0.78% of 350,000 active; PfGluPho enzyme, NADPH resazurin-diaphorase fluorescence; inhibition, % at 20 µM;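 active means inhibition reaching at least a set limit at 20 µM in the primary screen, cut at about 59% in these data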;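 further: 0% = DMSO wells with substrate and 100% = DMSO wells lacking glucose-6-phosphate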
* hit, by the source's call; · = not tested or not shown.

SMILES | SENP1 inh | SENP8 block-1 | HKDC1 inh | SENP7 inh | Apaf1 inhib | SENP6 block | SENP8 block-2 | PfGluPho inh
O=C(NC1CC1)c1ccc2c3c(cccc13)CC2 | -2 | -15 | -10 | 4 | 1 | -10 | -4 | 15
COc1ccc(CN2CCN(C3CCC3)CC2CCO)cc1C (stereo not drawn) | 1 | 17 | 1 | 7 | 0 | 1 | -3 | -9
COCCNc1nc2sc3c(c2c(=O)n1Cc1ccco1)CCCCC3 | · | · | -13 | 11 | 14 | -15 | -19 | 4
COc1ccc(C(=O)C2=NN(C(C)=O)CC2c2ccco2)cc1 (stereo not drawn) | -1 | 10 | -2 | 1 | -1 | 9 | 5 | -6
CNC(=O)c1cccc(N2CCCC2=O)c1 | 0 | 11 | 2 | -8 | 15 | -26 | -11 | 3
CCCc1ccc(-c2cc(NC(=O)CSc3n[nH]c(N)n3)n(-c3ccccc3)n2)cc1 | -2 | 20 | -1 | -9 | 22 | -29 | -4 | 2
CCOc1cc(/C=C2\C(=N)N3N=C(CC)SC3=NC2=O)ccc1OCCOc1ccc(NC(C)=O)cc1 | 0 | -1 | -1 | 3 | 7 | 7 | 11 | -15
COc1cc(NS(=O)(=O)c2ccc(C)cc2C)cc(OC)c1OC | -1 | 14 | 4 | 1 | 14 | 4 | 4 | 18

Pulled by structure from above:
SMILES | SENP1 inh | SENP8 block-1 | HKDC1 inh | SENP7 inh | Apaf1 inhib | SENP6 block | SENP8 block-2 | PfGluPho inh
CNC(=O)c1cccc(N2CCCC2=O)c1 | 0 | 11 | 2 | -8 | 15 | -26 | -11 | 3
COCCNc1nc2sc3c(c2c(=O)n1Cc1ccco1)CCCCC3 | · | · | -13 | 11 | 14 | -15 | -19 | 4

The listing continues.
SMILES | SENP1 inh | SENP8 block-1 | HKDC1 inh | SENP7 inh | Apaf1 inhib | SENP6 block | SENP8 block-2 | PfGluPho inh
NS(=O)(=O)c1ccc(CCNC(=O)C2CCCCN2S(=O)(=O)c2ccccc2)cc1 (stereo not drawn) | 2 | 0 | -3 | 8 | 1 | -21 | 2 | 12
COc1ccc(C(=O)CC(=O)C(=O)Nc2ccc(C)c(Cl)c2)cc1 | 0 | -15 | -4 | · | · | · | · | -11
CSCCC(NS(=O)(=O)c1ccc2c(c1)oc(=O)n2C)C(=O)NC1CCCc2ccccc21 (stereo not drawn) | 0 | 13 | 7 | 1 | 1 | -4 | -5 | -19
COc1ccc(NC(=O)C(NC(=O)OC(C)(C)C)C(C)OCc2ccccc2)cc1 (stereo not drawn) | 2 | 13 | -14 | -8 | -8 | -2 | -7 | -6
O=C(NCc1ccccc1)NC1(C(=O)Nc2ccc3c(c2)OCCO3)CCCCC1 | 1 | 9 | 2 | -3 | -3 | -1 | -7 | 1
COC(=O)C1=C(C)N(Cc2ccccc2)C(=S)N[C@H]1c1cccc(C(F)(F)F)c1 | 2 | 12 | 4 | -8 | 14 | 8 | 10 | 3
Cc1ccc(CNC(=O)C2CC(c3cccc([N+](=O)[O-])c3)=NO2)o1 (stereo not drawn) | 1 | 26 | -1 | -15 | 3 | 3 | -7 | -3
CC(=O)N1CC=CC1(C)C(=O)NCc1cc(F)cc(C(F)(F)F)c1 (stereo not drawn) | 1 | 4 | -7 | -5 | 0 | -11 | -2 | 10

One compound at a time (already shown). Order of screens: SENP1 inh	SENP8 block-1	HKDC1 inh	SENP7 inh	Apaf1 inhib	SENP6 block	SENP8 block-2	PfGluPho inh
Listed for `CSCCC(NS(=O)(=O)c1ccc2c(c1)oc(=O)n2C)C(=O)NC1CCCc2ccccc21` (stereo not drawn) = 0	13	7	1	1	-4	-5	-19
Listed for `COC(=O)C1=C(C)N(Cc2ccccc2)C(=S)N[C@H]1c1cccc(C(F)(F)F)c1` = 2	12	4	-8	14	8	10	3
Listed for `COc1ccc(C(=O)CC(=O)C(=O)Nc2ccc(C)c(Cl)c2)cc1` = 0	-15	-4	·	·	·	·	-11
Listed for `CC(=O)N1CC=CC1(C)C(=O)NCc1cc(F)cc(C(F)(F)F)c1` (stereo not drawn) = 1	4	-7	-5	0	-11	-2	10

(list continues)
SMILES | SENP1 inh | SENP8 block-1 | HKDC1 inh | SENP7 inh | Apaf1 inhib | SENP6 block | SENP8 block-2 | PfGluPho inh
COC(=O)CCCC1=CC2=CC(=O)C(C)(OC(=O)c3cccs3)C(=O)C2=CN1CC(C)C (stereo not drawn) | -16 | 41* | 17 | 2 | 20 | 22 | 9 | 62*
Cc1ccc(NC(=O)NCCCN2CCCC2=O)cc1C | 1 | 0 | -7 | 4 | 4 | 0 | -6 | -6
Cc1sc2nc(CSCC(=O)Nc3c(F)cccc3F)[nH]c(=O)c2c1C | 17 | -23 | -1 | -4 | -2 | -5 | -5 | 20
CCN(CC(=O)Nc1c(F)cccc1F)C(=O)CNC(=O)C1CCCCC1 | 4 | 1 | -1 | -14 | 4 | -12 | -1 | -10
CN(C)/C=N/c1c(C#N)cnn1C | -19 | 18 | -2 | 5 | -3 | 3 | -1 | 4
CN1C(=O)N(S(=O)(=O)c2ccc(F)c(F)c2F)C(=O)C1(C)C | 2 | 19 | 3 | -3 | 2 | -19 | 9 | 3
O=C1CN(C(=O)COC(=O)c2ccc(Cl)cc2)c2ccccc2N1 | 1 | -5 | -5 | 4 | 8 | -7 | 4 | 12
CCOc1ccc(-c2n[nH]c(=S)n2Cc2ccccc2)cc1 | 3 | 2 | -2 | 6 | 10 | -9 | -6 | 25
CCOc1ccc(Nc2ncnc3c2cnn3C)cc1 | 0 | 4 | -1 | -1 | -2 | -6 | 1 | 8
COc1cc(OC)c(C2=NOC(C(=O)NCc3cccs3)C2)cc1Cl (stereo not drawn) | 2 | 2 | -1 | -5 | -5 | 1 | -2 | -14
O=C(Nc1ccc(CN2CCOCC2)cc1)c1ccc(Cl)cc1Cl | -2 | 10 | -4 | 9 | -13 | -30 | 7 | -1
CCCCNC(=O)N1CCN(Cc2ccc(F)cc2)CC1 | 0 | 18 | -12 | -5 | 0 | -23 | -2 | 5
CC1CCCC(NC(=O)c2ccc(CNc3c(N4CCCC4)c(=O)c3=O)cc2)C1C (stereo not drawn) | 3 | 10 | 0 | 6 | 11 | -8 | 2 | -4
COCCNC(=O)C(=O)Nc1ccc2c(c1)N(S(=O)(=O)c1cccs1)CCC2 | -2 | 8 | -1 | -1 | 7 | -8 | -2 | 47
CCc1ccc(-c2nc(CSCC(=O)N3CCN(c4ccccn4)CC3)c(C)o2)cc1 | 1 | 12 | 0 | 0 | 20 | -18 | -1 | 8
Cc1ccc(/C=C/C(=O)Nc2cccc3ncccc23)o1 | -43 | -15 | 13 | -22 | -7 | -11 | -6 | 53
CCc1ccccc1NC(=O)C1(S(=O)(=O)c2ccc(C)cc2)CC1 | 2 | 13 | 6 | 5 | -6 | -16 | 1 | -4
COc1ccc(-c2cc(C(F)(F)F)nc(S(C)(=O)=O)n2)cc1OC | 1 | -272 | 3 | 2 | 0 | -1 | 9 | -7
Cc1cc(O)cc(O)c1C(=O)Cc1cnn(-c2ccccc2)c1 | 2 | 11 | 1 | 0 | 5 | -14 | -5 | 15
COc1cccc(C2=Nc3cccc4cccc(c34)N2)c1 | -8 | 15 | 18 | 6 | 6 | -12 | -4 | 73*
c1ccc2nc(-c3ccncc3)ccc2c1 | -2 | 16 | -10 | 36 | 2 | 53* | 8 | 2
CSc1ncccc1C(=O)NCc1ccc(C)cc1 | 5 | 12 | -11 | 2 | -2 | -17 | -7 | -12
COc1ccc(-c2nn(-c3ccccc3)cc2/C=N/N=C(N)N)cc1OC | 2 | -412 | 13 | -3 | 30 | -22 | -13 | 2
NC(=O)COc1ccc2c3c(c(=O)oc2c1)CCCCC3 | 4 | -307 | 3 | 4 | -16 | -13 | -1 | 5

For convenience, 2 of the compounds above.
SMILES | SENP1 inh | SENP8 block-1 | HKDC1 inh | SENP7 inh | Apaf1 inhib | SENP6 block | SENP8 block-2 | PfGluPho inh
CCc1ccccc1NC(=O)C1(S(=O)(=O)c2ccc(C)cc2)CC1 | 2 | 13 | 6 | 5 | -6 | -16 | 1 | -4
COc1ccc(-c2cc(C(F)(F)F)nc(S(C)(=O)=O)n2)cc1OC | 1 | -272 | 3 | 2 | 0 | -1 | 9 | -7

Following part.
SMILES | SENP1 inh | SENP8 block-1 | HKDC1 inh | SENP7 inh | Apaf1 inhib | SENP6 block | SENP8 block-2 | PfGluPho inh
O=C(OCC(=O)N1CCC(Cc2ccccc2)CC1)c1cc(Cl)ccc1O | 3 | -140 | 0 | 14 | 28 | -9 | -11 | -15
COc1ccccc1-n1cc(-c2ccc(Cl)cc2)[nH]c1=O | 1 | 7 | -5 | 9 | 5 | 5 | -4 | -5
COC(=O)C(NC(C)=O)(Nc1cc(C)ccn1)C(F)(F)F (stereo not drawn) | -1 | 14 | -7 | -2 | 8 | -10 | -8 | 7
Cc1ccc(S(=O)(=O)N2CCC(C(=O)NCCc3ccccn3)CC2)cc1 | 0 | -4 | -7 | -6 | -8 | -12 | -9 | 4
CCOc1cc(CN2CCN(C(=O)CC(C)C)CC2)ccc1OC | 2 | 19 | -4 | -1 | 1 | -8 | 5 | -16
O=C(Nc1cc(S(=O)(=O)N2CCCCC2)ccc1N1CCCCC1)C1CC1 | 2 | -1 | 0 | -6 | 8 | 9 | 0 | 2
Cc1ccc(-n2nc(C)c3c(C)c(CCC(=O)O)c(C)nc32)cc1C | -2 | -262 | 1 | -2 | 6 | -3 | -4 | 1
CCCCN(C)C(=O)C1CCN(C/C(C)=C/c2ccccc2)CC1 | -1 | 23 | -4 | -5 | -1 | -21 | -11 | 4
C[C@H](NC(=O)c1nc[nH]c1C(=O)NCC(=O)OCc1ccccc1)C(=O)OC(C)(C)C | 3 | 4 | -1 | 1 | 18 | 13 | 1 | 0
COC(=O)[C@H](C)NC(=O)c1cc2c(cn1)[nH]c1ccccc12 | -7 | -50 | -30 | 5 | -1 | 9 | 1 | 90*
CCCCn1c(N)c(N(CCC(C)C)C(=O)c2ccc3c(c2)OCO3)c(=O)[nH]c1=O | -8 | -9 | -3 | -3 | -3 | -8 | 5 | -20
Cc1cccc2c(=O)c(Br)c(C)n(Cc3ccccc3)c12 | 0 | 2 | -1 | -10 | -1 | -29 | 1 | -3
O=C(COC(=O)CCC(=O)c1cccs1)Nc1cccc(F)c1 | 4 | 4 | 7 | 3 | -5 | -15 | 2 | -15
O=c1c2ccccc2[nH]c(=S)n1CCC1=CCCCC1 | 3 | 22 | -6 | -3 | 2 | -1 | -11 | 9
Cc1ccc(C(=O)NC(C)C2CC3CCC2C3)c(C)c1 (stereo not drawn) | 0 | 11 | -5 | 13 | 11 | -10 | 1 | 3

Bioassay records (PubChem)
